Source: PubChem
PNC assembly inh = blocks assembly of the perinucleolar compartment | activity change (PNC), negative = inhibition, % at 10 µM | AID 2417 | PC3M PTB-GFP, PNC prevalence imaging, 16 h; active compounds read low | actives 3.1% (n = 140,000);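 active = readout at or below -70, meaning at least 70% loss of cells showing the perinucleolar compartment, a nuclear body marking cancer cells; inconclusive = readout between -30 and a set limit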;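 also: plate controls were DMSO wells for no effect and camptothecin positive control wells for full effect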
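Compounds are pinned in duplicate onto adhered PC3M cells stably expressing GFP-tagged PTB and incubated 16 h at 37 C. Cells are then fixed, nuclei stained with Hoechst, and PNC-positive cells counted.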
12-hLO inh = inhibitors of human 12-lipoxygenase (ALOX12); purified 12-hLO, xylenol orange hydroperoxide absorbance; Potency, µM (top dose mostly 57.1 µM), inactives show top-dose activity change, negative = inhibition, actives largely listed as inhibitors; actives 0.12% (n = 150,000); AID 1452; also: potency is read from the fitted curve at half-maximal effect; nearly all actives have a fitted effect of over 55% in size; many of its hits are not listed in these tables
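150 nM 12hLO, 25 mM Hepes pH 7.0 + 0.01% Triton X-100; cpd preinc 15 min RT; 40 uM arachidonic acid, 30 min RT; Fe-XO 30 min; A573/A405 ratio as read-out.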
IMPase inh = IMPase inhibition in cells. inhibition (IP1 accumulation), % at 46.1 µM. 120,000 tested, under 10 active. CHO-M1 cells, IP1 accumulation, HTRF TR-FRET ratio. P97697; active = well fitted curve in the direction sought with a large enough effect in the signal ratio, not every such curve was filed as active; inconclusive = small, poorly fitted or top-dose-only effect, or a change in a side signal; inactive = no such curve, though single readings can be large or run the other way; the % refers to the signal ratio;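 also: cells stimulated with carbachol in lithium chloride buffer; plate controls were DMSO basal wells for no effect and reference inhibitor wells for full effect; higher means more IMPase inhibition seen as more IP1 and lower FRET ratio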
Target sequence (P97697 whole entry, looked up): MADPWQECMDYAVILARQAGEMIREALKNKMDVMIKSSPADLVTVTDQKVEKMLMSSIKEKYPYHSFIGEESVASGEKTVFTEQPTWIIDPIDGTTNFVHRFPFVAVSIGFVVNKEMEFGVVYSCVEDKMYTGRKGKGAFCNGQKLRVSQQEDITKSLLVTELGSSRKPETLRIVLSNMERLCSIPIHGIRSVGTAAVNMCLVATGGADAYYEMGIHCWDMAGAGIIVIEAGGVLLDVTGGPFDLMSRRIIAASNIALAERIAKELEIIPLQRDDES
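CHO-M1, 2000 cells/well, cultured 16–30 h; cpd up to 46 uM; carbachol (50 uM solution, stimulation buffer w/ 50 mM LiCl, pH 7.4), 30 min 37C; IP-One TR-FRET, 10 min RT; Ex 320/Em 665, 620; Hill-fit AC50.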
ALOX15B inhib = blocks human 15-lipoxygenase 2 activity; O15296; purified 15hLO-2, xylenol orange hydroperoxide absorbance; Potency, µM (highest dose often 57.1 µM), for the others: at the highest dose activity change, negative = inhibition, most hits filed as inhibitors; actives 0.56% (n = 110,000); AID 881; also: potency is read from the fitted curve at half-maximal effect; nearly all actives have a fitted effect of over 60% in size; many of its hits are not listed in these tables
Target sequence (O15296 whole entry, looked up): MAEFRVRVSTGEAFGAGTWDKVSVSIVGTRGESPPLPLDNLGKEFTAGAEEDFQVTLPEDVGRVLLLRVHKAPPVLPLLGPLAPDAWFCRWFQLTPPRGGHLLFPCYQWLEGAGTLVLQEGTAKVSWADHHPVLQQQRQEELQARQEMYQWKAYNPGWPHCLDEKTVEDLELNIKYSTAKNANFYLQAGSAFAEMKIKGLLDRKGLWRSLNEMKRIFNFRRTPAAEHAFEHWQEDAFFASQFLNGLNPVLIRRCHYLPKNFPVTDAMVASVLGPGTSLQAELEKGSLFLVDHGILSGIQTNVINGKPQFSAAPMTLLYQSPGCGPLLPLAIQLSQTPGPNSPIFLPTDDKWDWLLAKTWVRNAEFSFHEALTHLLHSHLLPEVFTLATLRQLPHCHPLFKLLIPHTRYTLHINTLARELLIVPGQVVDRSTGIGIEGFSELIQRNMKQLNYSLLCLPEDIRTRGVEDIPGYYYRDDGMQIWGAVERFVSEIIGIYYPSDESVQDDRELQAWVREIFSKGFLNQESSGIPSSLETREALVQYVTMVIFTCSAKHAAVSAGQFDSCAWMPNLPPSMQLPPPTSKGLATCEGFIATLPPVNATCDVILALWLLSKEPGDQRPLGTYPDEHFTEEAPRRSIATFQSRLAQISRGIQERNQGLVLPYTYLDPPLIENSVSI
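Screening format was qHTS against 50 nM purified 15hLO-2 in Hepes pH 7.5 with detergent. Activity follows hydroperoxide formation from 45 uM arachidonic acid, measured as 573:405 nm absorbance ratio of the ferric-xylenol orange complex.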
* hit, by the source's call; ? = inconclusive; . = no result given; & = joins results of further samples; [ ] = dose if it differs, or a comment. Unless noted, calls follow the shape of the dose curve; as a rule, active = well fitted curve in the direction sought with a large enough effect; inconclusive = small, poorly fitted or top-dose-only effect, or another doubt; inactive = no such curve, though single readings can be large; an effect the other way counts as inactive or inconclusive. Unless noted, % is scaled to controls: 0 for no effect and ±100 for the full control effect. Only part of the results is shown; rates above refer to the full screens.

| SMILES | PNC assembly inh | 12-hLO inh | IMPase inh | ALOX15B inhib |
| --- | --- | --- | --- | --- |
| NC(=O)CCn1c(=O)oc2ccccc21 | 31 | 4% | 8 | 0% |
| CCn1cnc2cc(NCc3ccncc3)ccc21 | -17 | 0% | 2 | 12% |
| Cc1nc2sc(C(c3ccccc3)N3CCC(O)CC3)c(O)n2n1 (centres undefined) | 15 | -3% | 1 | -7% |
| O=c1cc(-c2ccc(Cl)cc2)[nH][nH]1 | 16 | -7% | -7 | 6% |
| CCOc1ccc(NC(=O)c2ccccc2OCC(=O)c2ccc(C)cc2)cc1 | ? | 9% | 2 | 8% |
| CCOC(=O)c1ccccc1NC(=O)CSc1ncc(C(=O)OCC)c(N)n1 | -26 | -3% | 8 | 3% |
| CCOC(=O)OCC | . | -3% | . | -5% |
| COCCn1nnnc1C(c1ccc(Cl)cc1)N1CCSCC1 (centres undefined) | -12 | -2% | 8 | -8% |
| O=C(NCc1cccs1)c1csc2ccccc12 | 18 | 0% | -2 | -17% |
| CCOCCCn1c(SCC(=O)NCc2ccco2)nc2c(sc3ccccc32)c1=O | 26 | -3% | -6 | -17% |
| Nc1cc(-c2ccccc2)ccc1O | 18 | ? | 0 | 13µM* |
| Cc1ccc(C(=O)C2COC(=O)C2)cc1 (centres undefined) | 17 | -3% | 5 | -1% |
| CCOC(=O)NC(NCC(O)c1ccccc1)(C(F)(F)F)C(F)(F)F (centres undefined) | 13 | -1% | -5 | 3% |
| NC(=O)C1(N2CCCCC2)CCN(C(=O)NC2CCCCC2)CC1 | ? | -5% | ? | -4% |
| S=c1[nH]nc(-c2ccc(Br)o2)n1Cc1ccccc1 | -11 | -12% | -12 | -22% |
| CCc1nnc(NC(=O)C2CCCCC2)s1 | 9 | -2% | -1 | -9% |
| CC(=O)OCC1OC(Sc2cccc3cccnc23)C(OC(C)=O)C(OC(C)=O)C1OC(C)=O (centres undefined) | 9 | -2% | 0 | -7% |
| CCOC(=O)C(NC(=O)CC)(Nc1cc(C)on1)C(F)(F)F (centres undefined) | 9 | 1% | -1 | 3% |
| COc1ccc(OC)c(CN2C(=O)c3ccccc3C2C(=O)NCc2cccnc2)c1 (centres undefined) | -9 | 1% | -13 | 2% |
| CN(CC(=O)Nn1cnnc1)S(=O)(=O)c1ccc(Br)cc1 | 13 | 3% | 0 | -4% |
| CCCn1c(SCC(=O)NCCc2ccccc2)nnc1-c1ccco1 | 136 | 2% | -7 | . |
| CCCCC(=O)Nc1cccc(NC(=O)c2ccccc2Br)c1 | 9 | -3% | 6 | 3% |
| CC(=O)NCc1ccc(S(=O)(=O)N/N=C/c2ccc(N(C)C)cc2)cc1 | 24 | 5% | . | . |
| CCOc1ccc(/C=C2/SC(=O)NC2=S)cc1 | -21 | -30% | . | . |
| COC(=O)c1cccc(N(C(=O)c2ccco2)C(C(=O)NC2CCCC2)c2ccco2)c1 (centres undefined) | -10 | 2% | 3 | . |
| Cc1cc(C)cc(N=Cc2[nH]c3ccc(Br)c(Cl)c3c2O)c1 | -28 | -8% | 3 | . |
| Cn1c(=O)[nH]c(=O)c2c1nc(NCCCn1ccnc1)n2Cc1cccc(Br)c1 | -100* | -1% | -8 | . |
| O=C(O)c1ccc(OCc2ccccc2)c(Cl)c1 | . | -3%[11.4 µM] | . | 1%[11.4 µM] |
| O=C(NC1CCCc2ccccc21)c1cncc(Br)c1 (centres undefined) | -8 | 5% | -8 | 4% |
| O=c1c(/C=C(\O)c2ccc(F)cc2)nc2ccccc2n1-c1ccccc1 | ? | 1% | 5 | -2% |
| CN(C)S(=O)(=O)N1CCN(C(=O)c2cccs2)CC1 | ? | 3% | 3 | 0% |
| Cc1nnc(SCC(=O)Nc2sccc2C#N)n1Cc1ccccc1 | 27 | -3% | -8 | 1% |
| Cn1c(=O)[nH]c(=O)c2c1nc(Br)n2CC(O)c1ccccc1 (centres undefined) | 8 | 0% | 9 | 0% |
| CC(=O)/C=C1\SC(CC(=O)O)C(=O)N1c1ccccc1 (centres undefined) | 20 | 2% | 1 | 0% |
| Cc1cc(C)c(S(=O)(=O)N2CCCCC2)cc1N(C)S(=O)(=O)c1ccc(Cl)cc1 | 34 | 1% | 19 | -1% |
| CC1(C)CC(=O)C2=C(C1)OC1=C(C(=O)CC(C)(C)C1)C2(C)C | 9 | 1% | . | . |
| COc1cc(C2C(C(=O)OC(C)C)=C(C)Nc3ncnn32)cc(OC)c1OC (centres undefined) | 25 | -5% | 20 | 6% |
| COC(=O)c1c(NC(=O)c2cccnc2Cl)sc(C(=O)N(C)C)c1C | ? | 2% | . | . |
| CCCC(=O)Nc1cc(S(=O)(=O)N(CC)CC)ccc1Cl | -19 | 5% | . | . |
| COc1ccc(-n2c(Cn3c(=O)sc4ccccc43)nnc2SC)cc1 | ? | 2% | -10 | . |
| CCC(C)(C(=O)NC1CCCC1)N(CC1CCCO1)C(=O)c1ccc2c(c1)OCO2 (centres undefined) | 29 | 1% | 3 | -3% |
| Cn1cc(/C=N/n2cnc3scc(-c4ccccc4)c3c2=O)c2ccccc21 | -113* | -3% | 7 | -8% |
| CS(=O)(=O)N(CCc1ccccc1)CC(=O)N1CCN(Cc2ccccc2)CC1 | 202 | -1% | 10 | . |
| Cc1ccc2nc(N3C(=O)C(O)=C(C(=O)c4ccco4)C3c3cccs3)sc2c1 (centres undefined) | -11 | -16% | -17 | -18% |
| CCOC(=O)C1=C(C)NC(C)=C(C(=O)OCC)C1c1cn(-c2ccccc2)nc1-c1ccco1 | -25 | -4% | 15 | -17% |
| CC(=O)Nc1c(O)nc(SCC(=O)Nc2ccc(C(C)=O)cc2)[nH]c1=O | -26 | 1% | 11 | 7% |
| CN(CC(=O)Nc1ccc(Cl)cc1)CC(=O)Nc1cc(Cl)ccc1C#N | 1 | -17% | 5 | 5% |
| O=c1c2ccccc2oc2nc(-c3cccs3)n(CCc3ccccc3)c(=O)c12 | 19 | -5% | . | . |
| CC(=O)Nn1c(-c2ccccc2)cc2ccccc21 | ? | -8% | 6 | -1% |
| O=C(NCC1CC1)[C@@H]1C[C@H]1[C@@H](NP(=O)(c1ccccc1)c1ccccc1)c1ccccc1 | 34 | 0%&0% | . | 10% |
| Cc1cccc(Nc2nc3c(s2)CCCC3)c1 | -11 | -26% | . | . |
| COc1ccc(-c2cc(=O)oc3cc(OC(=O)C4CCCCC4)c(Cl)cc23)cc1 | 23 | 6% | . | . |
| CCOc1ccc(N2C(=O)/C(=C/c3cccs3)N(CC(=O)OC)C2=S)cc1 | 11 | -3% | 1 | -9% |
| C=CCNC(=O)/C=C/c1c(F)cccc1Cl | 15 | -1% | . | . |
| Cc1cccc(C)c1NC(=O)C1(N(Cc2ccco2)C(=O)Cn2nnnc2N)CCCCC1 | -25 | 3% | . | . |
| Cc1cccc(N2CCN(C(=O)c3ccc(NS(=O)(=O)c4c(C)noc4C)cc3)CC2)c1C | 45 | -5% | 2 | 11% |
| Cc1cccc(C)c1OCC(=O)N/N=C/c1cc2c(cc1[N+](=O)[O-])OCO2 | -6 | -12% | 0 | -4% |
| O=C(Oc1ccc2cc(Br)ccc2c1)c1cccnc1 | ? | -6% | -16 | -8% |
| CCS(=O)(=O)N1CCCC(C(=O)NCCCN(C)Cc2ccccc2)C1 (centres undefined) | ? | -13% | 14 | 8% |
| CCCC1=NN2C(=N)/C(=C\c3ccc(SCc4ccco4)o3)C(=O)N=C2S1 | -27 | -21% | -5 | ? |

(further entries)
Order of values – PNC assembly inh | 12-hLO inh | IMPase inh | ALOX15B inhib
- CCOc1ccccc1NC(=O)c1cccc(NC(=O)CC(c2ccccc2)c2ccccc2)c1
→ 34 | -3% | 8 | .
- CCOc1ccc(C(=O)Nc2nccs2)cc1[N+](=O)[O-]
→ 8 | -3% | . | .
- Cc1ccc(N/C=C(\C#N)c2ccc(OCCCF)cc2)cc1
→ 1 | -26% | 5 | -14%
- Cc1nn(C)c(Oc2cccc(Cl)c2)c1C(=O)Nc1ccc(F)cc1
→ 14 | -4% | 0 | 4%
- COC(=O)/C(=C1\OC(=O)C(c2ccccc2)C1=O)c1ccccc1 (centres undefined)
→ . | 1% | . | -8%
- CCC(=O)c1cc(F)c(N2CCN(C(=O)Cc3ccccc3)CC2)cc1C
→ ? | 1% | 4 | -2%
- CCN(C#N)c1nc(N(C)C)nc(N(C)C)n1
→ 4 | 4% | -14 | 4%
- CC(=O)NS(=O)(=O)c1ccc(NC(=O)COc2ccc(C(=O)c3ccccc3)cc2)cc1
→ -12 | -2% | . | .
- O=C(Nc1nnc(SCc2ccc(Cl)cc2)s1)C1CC(=O)N(Cc2ccccc2)C1 (centres undefined)
→ ? | 1% | . | .
- O=C(NCc1ccco1)/C(=C\c1cccnc1)NC(=O)c1ccccc1F
→ 29 | -3% | . | .
- C=C[C@]1(C)C[C@H]1[C@H](NP(=O)(c1ccccc1)c1ccccc1)c1ccccc1
→ 32 | 2% | . | .
- CCn1c(=O)c(=O)[nH]c2cc(C(=O)NC3CCCc4ccccc43)ccc21 (centres undefined)
→ -5 | -1% | 5 | 6%
- CC(C)n1nnnc1SCC(=O)c1ccc2c(c1)OCCO2
→ 19 | -1% | 7 | 4%
- CON1C(=O)C(=O)N(OC)C(C)(C)C1C (centres undefined)
→ 39 | 3% | 3 | -6%
- CC1=C(C(=O)N2CCN(c3cc(C)ccc3C)CC2)C2(CCC(C)CC2)OC1=O (centres undefined)
→ 32 | 2% | . | .
- Cc1ccc2cc(CN(CCCN3CCOCC3)C(=O)NC3CCCCC3)c(=O)[nH]c2c1C
→ ? | 4% | 4 | 8%

Gathered by group, the entries above with an aryl thioether with sulfur outside any ring.
Order of values – PNC assembly inh | 12-hLO inh | IMPase inh | ALOX15B inhib
- CCOC(=O)c1ccccc1NC(=O)CSc1ncc(C(=O)OCC)c(N)n1
→ -26 | -3% | 8 | 3%
- CCOCCCn1c(SCC(=O)NCc2ccco2)nc2c(sc3ccccc32)c1=O
→ 26 | -3% | -6 | -17%
- CC(=O)OCC1OC(Sc2cccc3cccnc23)C(OC(C)=O)C(OC(C)=O)C1OC(C)=O (centres undefined)
→ 9 | -2% | 0 | -7%
- CCCn1c(SCC(=O)NCCc2ccccc2)nnc1-c1ccco1
→ 136 | 2% | -7 | .
- Cc1nnc(SCC(=O)Nc2sccc2C#N)n1Cc1ccccc1
→ 27 | -3% | -8 | 1%
- COc1ccc(-n2c(Cn3c(=O)sc4ccccc43)nnc2SC)cc1
→ ? | 2% | -10 | .
- CC(=O)Nc1c(O)nc(SCC(=O)Nc2ccc(C(C)=O)cc2)[nH]c1=O
→ -26 | 1% | 11 | 7%
- CCCC1=NN2C(=N)/C(=C\c3ccc(SCc4ccco4)o3)C(=O)N=C2S1
→ -27 | -21% | -5 | ?
- O=C(Nc1nnc(SCc2ccc(Cl)cc2)s1)C1CC(=O)N(Cc2ccccc2)C1 (centres undefined)
→ ? | 1% | . | .
- CC(C)n1nnnc1SCC(=O)c1ccc2c(c1)OCCO2
→ 19 | -1% | 7 | 4%
